Screening data deposited in PubChem by National Center for Advancing Translational Sciences (NCATS).
KDM5B inh: inhibitors of human KDM5B histone demethylase. Q9UGL1. KDM5B demethylase, FDH-coupled NADH fluorescence (FDH is formaldehyde dehydrogenase). Potency, µM (top dose mostly 57.7 µM), inactives show at the highest dose activity change, negative = inhibition, usual class: inhibitors. hit rate 2.6% among 220,000. AID 1347165; active = well fitted inhibition curve with a large enough effect; inconclusive = small, poorly fitted or top-dose-only effect; inactive = no such curve, though single readings can be large or run the other way; note: 0% is about no effect; nearly all actives have a fitted effect of over 70% in size
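Coupled FDH/NAD⁺ fluorescence readout. KDM5BΔAP 200 nM final; compound titration, 10 min RT preincubation; substrate mix 12.5 µM H3K4me3, 25 µM 2-OG, 50 µM Fe(II), 100 µM ascorbate, 0.25 mM NAD⁺, 0.25 U/mL FDH; ΔRFU over 30 min.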
* marks the source's active call; other numbers are inactive results; i = inactive; ? = inconclusive; & = joins results of further samples; ! = a repeat was not active; [ ] = remark or other dose. Potency is the fitted concentration of half-maximal effect.

KDM5B inh	Compound
2%	FC(F)(F)c1ccnc(Oc2ccc(-c3nc4ccccc4s3)cc2)n1
-9%[86.2 µM]	CCOCCN1C(=O)COC[C@@H]1[C@H](O)c1ccc(NC(=O)COC)cc1
-29%	CN1CCN(c2ccc3nnc(-c4cc(C(=O)N(C)Cc5ccccc5)ccn4)n3n2)CC1
118%[activator][86.2 µM]	O[C@H]1CC[C@@H](Cc2cc(CN3CCOCC3)on2)O[C@@H]1CNCc1ccccc1
?	COc1cc(/C=C/C(=O)N[C@@H](Cc2c[nH]c3ccccc23)C(=O)O)ccc1O
-15%	Cc1cc2oc(C(=O)N(Cc3ccccc3)Cc3ccco3)cc(=O)c2cc1Cl
-4%	C=CCn1nc(C(=O)N2CCOCC2)c2c1CCC(NCC1(c3ccccc3)CCOCC1)C2 (centres undefined)
-23%[86.2 µM]	O=C(O)CCC(=O)N1C[C@@H]2OCC(=O)N(Cc3ccc(F)cc3)[C@@H]2C1
?	O=C1/C(=C/c2cnc(-c3ccccc3)nc2)CS(=O)(=O)c2ccccc21
13%[86.2 µM]	COc1ccc(OC)c(CN2CCC3(CC2)OCCN(Cc2ccccc2)C3=O)c1
23%	O=C(Nc1ccc(SC2CCCC2)cc1)C1CCC1
?	CCCCCC(C)NCc1sccc1C (centres undefined)
1%	N#Cc1ccc2c(C=O)c[nH]c2c1
32µM*!	COc1ccc(-c2nc3ncccc3[nH]2)cc1
?	CC(=O)Nc1ccccc1NC(=O)CN1CCN(Cc2ncccc2C)CC1
4%	CC(=O)Nc1ccc(NC(=O)C2Cc3ccccc3N2C(=O)c2ccccc2)cc1 (centres undefined)
15%	COc1cccc(-c2ocnc2C(=O)Nc2ccccc2OC)c1
5%	O=c1c(C(c2ccc(F)cc2)c2c(O)nc3n(c2=O)CCCS3)c(O)nc2n1CCCS2
?	CCS(=O)(=O)c1ncc(N(Cc2ccco2)Cc2ccccc2F)c(C(=O)Nc2cccc(Cl)c2)n1
8%	Cc1cc(C)n(C2CCCCC2OC(=O)CCc2ccccc2)n1 (centres undefined)
16%	O=C(c1cc(=O)c2ccccc2o1)N(Cc1ccc(F)cc1)C1CCS(=O)(=O)C1 (centres undefined)
-25%	Cc1nc(-c2ccccc2)n(Cc2ccccc2Cl)c(=O)c1CCO
?	O=C(Cn1c(=O)n(Cc2nc(-c3ccccc3)no2)c(=O)c2cc3c(cc21)OCO3)Nc1cccc(C(F)(F)F)c1
-23%[86.2 µM]	CCCc1nnc(C[C@@H]2C[C@@H](C(C)C)[C@H](CNCc3cccnc3)C=C2C)o1
?	CCN(CC(=O)Nc1ccccc1OC)C(=O)c1ccc(NC(=O)c2cccs2)cc1
1%	O=C(O)Cc1ccc(O)cc1
-3%[86.2 µM]	COc1ccc(-c2cc(C[C@H]3CNCC[C@H]3CC(=O)NCc3ccccc3)no2)cc1
-20%	Fc1cccc(Cc2nc(-c3nnn4c3COC(c3ccc(Cl)cc3)C4)no2)c1 (centres undefined)
-14%	O=C(Cc1ccc(-n2cnnn2)cc1)N1CCC2(CC1)[C@H](O)C[C@@H]2O
-18%[86.2 µM]	COc1ccc(-c2[nH]nc3ncc(-c4ccccc4O)nc23)cc1F
-11%	COc1ccc(NC(=O)CCC2CCCN(C(=O)CC3=CCCCC3)C2)cc1Cl (centres undefined)
12%	CC(C)C(=O)N1CCN(c2ccc(NC(=S)NC(=O)c3cc4ccccc4o3)cc2)CC1
-8%	N#Cc1nc(C2CC2)oc1N1CCN(CC2CCCCC2)CC1
-24%	Cc1cccc(N(CC(=O)N(C)Cc2ccccc2)S(=O)(=O)c2ccccc2)c1C
-35%[86.2 µM]	O=C1Cc2c(-c3cccc(CO)c3)n[nH]c2CN1c1ccccc1
?	O=Cc1ccc(OCc2ccc(Br)cc2)cc1
-5%	Cc1ccc2c(=O)cc(C(=O)Nc3cccc(C(F)(F)F)c3)oc2c1C
24%	Cc1ccc(NNC(=O)c2c(F)cccc2Cl)cc1C
?	Cc1ccc2oc(=O)c(S(=O)(=O)N3CCN(C)CC3)cc2c1
-11%	CC1=C(C(=O)OCC2CCCCC2)C(c2ccc(Cl)cc2Cl)CC(=O)N1 (centres undefined)
-10%[86.2 µM]	COc1ccc(CN2CC[C@H](c3nnc(-c4ccccc4F)o3)C2)cc1
-50%	COC(=O)c1ccc2nc(C)cc(Nc3ccc(O)cc3)c2c1
?	CN(C)C(CNc1oc(-c2ccc(Cl)cc2)nc1C#N)c1cccs1 (centres undefined)
-18%	COc1ccccc1CN1CC(CNC(=O)c2ccccc2)C2(C1)CN(c1ccccc1)C2 (centres undefined)
28µM*	CN(C)c1ccc(-c2nnc([C@H]3CCN(C4CCC4)C3)o2)cc1
-7%	Cc1ccc(NC(=O)c2cnc3c(c2)c(=O)[nH]c(=O)n3C2CC2)c2cccnc12
-35%	CCn1nc(C)c(-c2cc(C(=O)NCC34CCC=C3N(C)C(=O)CC4)no2)c1C (centres undefined)
3%	COCC(=O)Nc1nc2c(s1)C[C@@H]1[C@](C)(CO)[C@H](O)CC[C@@]1(C)[C@@H]2CC(=O)N1CCOCC1
-3%	Cc1ccc(-c2nc3ccccc3n2CCNC(=O)Nc2cccc(F)c2)cc1
?	COCc1nc2nc(-c3ccccc3)c(-c3cccc(CO)c3)cc2n1C
-38%	O=C(CN1C(=O)COc2ccc(S(=O)(=O)NC3CCCC3)cc21)Nc1ccc(Cl)cc1F
?	Cc1cccc(C(=O)NC2CCN(c3cc(-c4ccc(Cl)cc4)[nH]n3)C2)c1 (centres undefined)
-4%	CC1(C)CC(CN2CCC3(CC2)CC(=O)N(Cc2ccccc2)C3)CCO1 (centres undefined)
-12%	Cc1c(F)cccc1NC(=O)C1CCCN1S(=O)(=O)c1ccc(F)cc1 (centres undefined)
0%&-13%	CC(C)CN(CCCNC(=O)CN1N=C(c2ccc(Cl)cc2)CCC1=O)CC(C)C
10%	CC(=O)N1CCCC1c1nc(C2CN(S(=O)(=O)c3cccc(C)c3)C2)no1 (centres undefined)
-6%	COc1ccc(NC(=O)CC2SCCNC2=O)c(OC)c1 (centres undefined)
?	CCCOCCNC(=O)c1c(C)noc1-c1ccc(OC)cc1
-10%	C=CCNC(=O)CCc1c(C)nn(-c2ccc(F)cc2)c1Oc1ccccc1F
i	N#CC(C#N)=Cc1c[nH]c(=O)c(C#N)c1Nc1ccccc1

Next part.
KDM5B inh	Compound
10%	CCOC(=O)C(C)Sc1nc2c(c(=O)[nH]c(=O)n2C)n1Cc1cccc(Br)c1 (centres undefined)
26%	COc1ccc(-c2ccccc2NC(=O)C2CCCN2C(=O)c2cccnc2)cc1 (centres undefined)
-3%	COCCC1(N(C)C)CCN(C(=O)Cc2ccccc2)CC1
-21%	O=C(c1ccc2c(c1)N(Cc1cccc(Cl)c1)C(=O)c1ccccc1S2(=O)=O)N1CCc2ccccc21
-1%	CN1CCN(C(=O)c2cn(C)c3ccccc23)C(c2ccccc2)C1 (centres undefined)
-9%	O=C(NCCCN1CCCCC1)c1sc2ncccc2c1-n1cccc1
-10%	Clc1ccc(NC2(c3nnnn3-c3ccccc3)CCCCC2)cc1
-18%	NCCn1cc(C(=O)N2CCN(CCCOc3ccc(F)cc3)CC2)nn1
0%[86.2 µM]	Cn1cccc1C(=O)N[C@H]1C[C@H]2C(=O)Nc3cc(Cl)ccc3C(=O)N2C1
-24%[115 µM]	Cc1ccc(C)c(S(=O)(=O)c2nnn3c2nc(N2CCCCC2)c2ccccc23)c1
-5%	CN(C)CCCn1cnc2c1c(=O)[nH]c(=O)n2Cc1ccccc1
1%[115 µM]	COc1cccc(N2C(=O)NC(=NC3CCCC3)C23CCN([S+](=O)([O-])c2cccc(OC)c2)C3)c1 (centres undefined)
27%	CCOc1ccc(C(=O)N2CCC(c3n[nH]c(=O)n3Cc3ccc(OC)cc3)CC2)cc1
-21%	COCc1noc([C@@H]2CN(Cc3ccc4c(c3)CCO4)C[C@H]2C(N)=O)n1
2%	COCCN1C(=O)c2ccccc2C(C(=O)NCc2ccccc2)C12CCCCC2 (centres undefined)
-4%	CCOC(=O)C1=C(C)N(C)C(=O)NC1c1cccc(Cl)c1Cl (centres undefined)
-18%	CCCCN(CC)C(=O)c1ccc2nc(C)c(C)nc2c1
-27%	CC(C)c1ccc(-c2nnn(Cc3cc(=O)n4ccsc4n3)n2)cc1
-2%	OC[C@@H]1CN(CCCc2ccccc2)C[C@H]1c1nc(C2CC2)no1
11%	CCn1cnc2c1c(=O)n(CC(=O)c1cc(C)n(C(C)COC)c1C)c(=O)n2Cc1ccccc1 (centres undefined)
?	CN1CCC(Cn2ccc3c(N4CCOCC4)nc(-c4cccc(C(N)=O)c4)cc32)CC1
-9%	CC1=C[C@@H](CN2CCN(CCO)CC2)[C@H](C(C)C)C[C@H]1Cc1nnc(-c2ccccc2F)o1
23%	CCCCCCCCOC(=O)C1C(c2ccccc2)C(C(=O)O)C1c1ccccc1 (centres undefined)
?	Cc1ccc(C(=O)Nc2ccc(OCc3cc(=O)n4c(C)csc4n3)cc2)cc1
-19%	CN(Cc1nc2ccccc2n1C)C(=O)C1CC2(CCNCC2)CN1C (centres undefined)
-17%	CC(NC(=O)c1noc(-c2ccc(F)cc2)n1)c1ccc(F)cc1 (centres undefined)
8%	COCCCNC(=O)Cn1c(=O)n(-c2ccc(Cl)cc2)c(=O)c2c3c(sc21)CCCCC3
?	CCOc1ccc(-c2noc(-c3nc(-c4ccncc4)no3)n2)cc1
-61%	CCC(C)NC(=O)CSc1nc2c(sc3ccccc32)c(=O)n1CCc1ccccc1 (centres undefined)
4%	CCc1cccc(OCC(=O)c2ccc3c(c2)N(CC(=O)NCCc2ccccc2)C(=O)CO3)c1
-21%[86.2 µM]	COc1ccc(-c2noc([C@@H](C)NC(=O)c3cc(C)n(C)n3)c2C(=O)O)cc1
19%	CCCNC(=O)Cc1ccc(N(Cc2ccc(C)cc2)C(=O)c2ccco2)cc1
-12%	CC(=O)Nc1ccc(S(=O)(=O)Nc2nc3ccccc3nc2Nc2cccc(C)c2)cc1
9%	CCN(Cc1nc(-c2cccc(C)c2)no1)S(=O)(=O)c1ccc(C)cc1
-3%	O=C1Cc2cc(S(=O)(=O)N3CCN(C(=O)Nc4ccccc4F)CC3)ccc2N1
-11%[149 µM]	NCc1ccc(-c2ccc(OC(F)(F)F)cc2)cc1
-10%	CCc1ccc(-c2noc(CSc3nc4ccccc4c(=O)n3CCCO)n2)cc1
11%	Cn1ncc(N2CCC(C(=O)N3CC=C(c4ccccc4)CC3)C2)cc1=O (centres undefined)
-36%	CC(C)(C)NC(=O)C1CCN(c2nc3ccccc3nc2C(F)(F)F)CC1
8%	O=C(COC(=O)c1cc(=O)c2ccccc2o1)Nc1cccc(Br)c1
-6%	CCOCCCNC(=O)CSCCCC(=O)Nc1c(C)cc(C)cc1C
8%	O=C(c1ccc(-n2cncn2)cc1)N1CCCC1c1nc2ccccc2[nH]1 (centres undefined)
20%	O=[N+]([O-])c1ccc(-c2cn3ccccc3n2)cc1
?	O=c1cc(CN2CCCn3nc(CO)cc3C2)nc2sc(C3CC3)nn12
10%	O=C(O)CNC(=O)CC(F)(F)F
-19%[86.2 µM]	CC1=C[C@@H](CNC(=O)CCC(=O)O)[C@H](C(C)C)C[C@H]1Cc1nc2ccccc2n1C
15%	COC(=O)C1=C(C)N(C)C(C)=C(C(=O)OC)C1c1cccs1
?	O=C(c1cc2ccccc2oc1=O)N(Cc1cccc(Br)c1)C1CCS(=O)(=O)C1 (centres undefined)
?	CCOCCCNC(=O)c1cc2c(=O)[nH]c(-c3ccccc3)cn2n1
?	COc1ccc(-c2noc([C@@H]3Cc4nc[nH]c4CN3C(=O)NC3CCCCC3)n2)cc1
-24%[86.2 µM]	O=c1n(-c2ccncc2)nc2n1CCN(CC1CC1)C2
24%[86.2 µM]	CCN(CC)C(=O)[C@@H](C)C1CC[C@@]2(C)CC[C@H](NC(=O)c3ccncc3)[C@@H](C)[C@@H]2[C@H]1O (some centres undefined)
11%	CCOc1cc(=O)n2c(c1C(=O)Nc1cc(OC)c(OC)c(OC)c1)CCCC2

These rows are one share of the data, so the mix of outcomes need not match the whole.
